MmCpn inh: inhibitors of Methanococcus maripaludis chaperonin (MmCpn). Potency, µM (top dose mostly 76.9 µM), without a hit: top-dose activity, negative = inhibition, most hits filed as inhibitors. purified Mm-Cpn ATPase, ADP Transcreener TR-FRET. actives 0.031% (n = 330,000); further: potency means the concentration at half of the fitted maximal effect; on the % scale 0 is the no-effect control and ±100 the full control effect; nearly all actives have a fitted effect of over 80% in size
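Purified archaeal chaperonin (25 nM final) was preincubated with compound for 10 min at 37°C, then ATP (10 uM final) was added for 30 min at 37°C in Tris pH 7.4/KCl/MgCl2/DTT buffer. ADP was quantified by HTRF Transcreener TR-FRET.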
EPAC2 antag: EPAC2 (human) antagonism. AID 720708. Potency, µM (top dose mostly 114 µM), inactives show at the highest dose activity, negative = inhibition, actives largely listed as inhibitors. Q8WZA2. EPAC2 GEF exchange of Rap1B-BODIPY-GDP, fluorescence. actives 0.18% (n = 360,000); further: potency means the concentration at half of the fitted maximal effect; on the % scale 0 is the no-effect control and ±100 the full control effect; nearly all actives have a fitted effect of over 45% in size; many of its hits are not listed in these tables
Target sequence (Q8WZA2 whole entry, looked up): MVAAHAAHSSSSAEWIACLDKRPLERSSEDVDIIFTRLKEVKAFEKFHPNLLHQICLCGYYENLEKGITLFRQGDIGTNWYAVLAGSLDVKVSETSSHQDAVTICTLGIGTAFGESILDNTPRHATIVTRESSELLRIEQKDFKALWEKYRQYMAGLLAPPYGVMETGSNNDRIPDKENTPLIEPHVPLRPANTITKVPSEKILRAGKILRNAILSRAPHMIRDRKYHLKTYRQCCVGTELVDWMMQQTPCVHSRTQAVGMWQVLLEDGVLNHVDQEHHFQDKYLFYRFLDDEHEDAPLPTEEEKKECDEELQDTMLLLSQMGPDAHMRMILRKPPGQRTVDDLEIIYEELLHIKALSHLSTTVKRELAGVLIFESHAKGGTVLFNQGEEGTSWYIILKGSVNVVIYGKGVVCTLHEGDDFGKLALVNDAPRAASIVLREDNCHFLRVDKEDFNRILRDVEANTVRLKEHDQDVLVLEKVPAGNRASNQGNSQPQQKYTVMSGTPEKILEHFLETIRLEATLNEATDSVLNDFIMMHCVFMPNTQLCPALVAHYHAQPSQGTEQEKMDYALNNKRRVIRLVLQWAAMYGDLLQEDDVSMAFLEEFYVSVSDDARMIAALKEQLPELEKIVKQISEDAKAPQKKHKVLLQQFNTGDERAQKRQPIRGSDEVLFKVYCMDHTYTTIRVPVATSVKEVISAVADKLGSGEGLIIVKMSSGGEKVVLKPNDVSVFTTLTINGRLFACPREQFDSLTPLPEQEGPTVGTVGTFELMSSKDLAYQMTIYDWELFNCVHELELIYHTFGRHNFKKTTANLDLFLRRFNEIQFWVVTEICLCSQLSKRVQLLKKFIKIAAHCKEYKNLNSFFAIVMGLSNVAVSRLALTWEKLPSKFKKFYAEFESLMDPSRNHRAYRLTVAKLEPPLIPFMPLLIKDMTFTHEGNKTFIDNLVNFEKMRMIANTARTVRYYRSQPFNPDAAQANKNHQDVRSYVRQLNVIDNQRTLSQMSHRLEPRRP
Nrf2 block: inhibitors of Nrf2 signaling | A549 ARE-Fluc reporter, luciferase luminescence, 18-24 h | Potency, µM (doses to about 46 µM), for the others: at the top dose activity change, negative = inhibition, actives largely listed as inhibitors | actives 2.1% (n = 360,000); further: potency means the concentration at half of the fitted maximal effect; on the % scale 0 is the no-effect control and ±100 the full control effect; nearly all actives have a fitted effect of over 60% in size
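Nrf2 activity is the BugLite luminescence, read 15 min after reagent at room temperature, following CellTiter-Fluor cytotoxicity readout (30 min, 37C). Compound titrations were applied for 18-24 h to 5000 A549 ARE_Fluc cells/well in 5% FBS OPTI-MEM.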
Akt phos inh: blocks phosphorylation of Akt | Neuro2A IGF-stimulated pAkt S473 HTRF, 20 min; hits give low values | activity change, % for hits at 50 µM | actives 0.32% (n = 360,000); in the data active means activity change below about -80%; inconclusive means mostly about -51% to -80%; further: on the % scale 0 is the no-effect control and ±100 the full control effect
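Single-point screen (50 µM final compound) in Neuro2A cells stimulated 20 min with 6 nM IGF at 37 deg C. After lysis, Ser473-phosphorylated Akt read by HTRF (ex 330 nm, em 615/665 nm) as the 665/615 ratio.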
TGFb inhibitor: inhibitors of TGF-b signaling. Potency, µM (top dose mostly 46.1 µM), without a hit: at the highest dose activity, negative = inhibition, most hits filed as inhibitors. HepG2 CAGA-GFP TGF-b/SMAD3 reporter, GFP fluorescence, 18 h; TGF-beta stimulated, 500 pg/mL final. actives 1.2% (n = 410,000). AID 588855; further: potency means the concentration at half of the fitted maximal effect; on the % scale 0 is the no-effect control and ±100 the full control effect; nearly all actives have a fitted effect of over 65% in size
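First, reporter cells (HEPG2 CAGA-GFP) rested 2 h at 37 degrees C. Next, compounds were pinned in and TGF-beta added to 500 pg/mL final. After 18 h, GFP was imaged per cell and summed per well.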
CCT chaperon mod: changes cytosolic chaperonin activity; purified chaperonin ATPase assay, HTRF ADP detection, 30 min; activity change, % (test concentration not listed), hits read low; actives 0.3% (n = 360,000); AID 651819; in the data active means activity change below about -30%; further: on the % scale 0 is the no-effect control and ±100 the full control effect
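We incubate TRiC, 40 or 20 nM final, with library compounds at 76 uM and 10 uM ATP for 30 min at 37 °C. ADP formed is detected with Transcreener HTRF reagents after 30 min at room temperature.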
A549 tox: kills or reduces viability of A549 cells in Nrf2 counter-screen; actives 0.16% (n = 390,000); AID 504648; Potency, µM (doses to about 46 µM), for the others: at the highest dose activity change, negative = cytotoxicity, actives largely listed as inhibitors; A549 ARE-Fluc cells, CellTiter-Fluor viability, 18-24 h; further: potency means the concentration at half of the fitted maximal effect; on the % scale 0 is the no-effect control and ±100 the full control effect
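A549 ARE_Fluc cells in 5% FBS OPTI-MEM were exposed to compounds in concentration-response for 18-24 h at 37 deg C. Viability was read by CellTiter-Fluor fluorescence (Ex 405/Em 525) after 30 min, before the luciferase read.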
EPAC2 ag: activates human EPAC2 exchange factor. Q8WZA2. actives 0.079% (n = 360,000). EPAC2 activation, biochemical qHTS; response scale: 100% = 6.5 mM cAMP response. Potency, µM (top dose mostly 154 µM), without a hit: at the top dose activation, actives largely listed as activators; further: potency means the concentration at half of the fitted maximal effect; nearly all actives have a fitted effect of over 50% in size
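In this primary screen, activation is scored as increased exchange of BODIPY-GDP from Rap1B by 100 nM EPAC2, with 50 uM GDP as competitor. Signal is normalized to the 6.5 mM cAMP agonist control.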
Nrf2 activator: Nrf2 pathway activation; AREc32 ARE-luciferase reporter (MCF7-derived line), luminescence, 24 h; Potency, µM (highest dose often 46.1 µM), without a hit: at the highest dose activation, most hits filed as activators; actives 0.31% (n = 410,000); AID 624171; further: potency means the concentration at half of the fitted maximal effect; % of control where 0% means no effect; nearly all actives have a fitted effect of over 65% in size
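For detection, Steady-Glo was added and plates sat 30 min at RT; before that, AREc32_Fluc cells grown overnight in OPTI-MEM/5% FBS had been treated with 23 nL compound for 24 hr at 37 deg C.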
* hit, by the source's call; i = inactive; ? = inconclusive; . = not tested or not shown; & = joins results of further samples; [ ] = dose if it differs, or a comment. Unless noted, the call rests on the fitted dose curve; in most records, active means well fitted curve in the direction sought with a large enough effect; inconclusive means small, poorly fitted or top-dose-only effect, or another doubt; inactive means no such curve, though single readings can be large; an effect the other way counts as inactive or inconclusive.

SMILES	MmCpn inh	EPAC2 antag	Nrf2 block	Akt phos inh	TGFb inhibitor	CCT chaperon mod	A549 tox	EPAC2 ag	Nrf2 activator
CC(=O)c1cc2c(cc1N/C(=N/S(=O)(=O)c1ccc(Br)cc1)c1ccccc1)OCO2	-1%	4%	8%	i	5%&-4%	-4.6	0%&8%	-1%	3.2%&2.9%
COc1ccc(Cn2ccnc2SCC(=O)Nc2cccc(NC(C)=O)c2)cc1	0%	-9%	-26%	i	-5%	-1.2	-1%	25%	0.0%
COc1ccc(C2c3c(n(C)c4ccccc34)C(=O)N2CC(=O)Nc2ccc(Cl)cc2)cc1 (stereo not given)	.	.	-16%	.	2.5µM*	.	-1%	.	3.2%
COC(=O)[C@@]1(Cc2ccc(OC)cc2)[C@H]2c3cc(C(=O)N(C)C)n(C[C@H](O)CO)c3C[C@H]2CN1C(=O)c1ccccc1	0%	6%	-20%	i	-19%	-12	-3%	11%	-0.1%
CCC(C(=O)NCc1ccco1)n1nc(C)c2c(C)n(-c3ccccc3)nc2c1=O (stereo not given)	-15%	-5%	-14%	i	-11%	-2.4	8%	10%	0.0%
CC(=O)Nc1ccc(CNc2nc(NCCN(C)C)nc3cc(-c4ccccc4)sc23)cc1	.	5%	.	i	?	0.2	.	1%	-0.8%
O=C1C(=O)N(CCS(=O)(=O)c2ccccc2)c2ccccc21	3%	6%	-1%	.	-21%	-1.1	-7%	4%	3.1%
CC1CC(C)CN(S(=O)(=O)c2ccc(C(=O)N3CCCC3)cc2)C1 (stereo not given)	0%	-3%	-19%	i	-15%	-4.0	-1%	10%	-0.1%
O=C(CCN(NC(=O)c1ccccc1)C1=NS(=O)(=O)c2ccccc21)NC1CCCCC1	1%	-1%	1%	i	10%	-0.4	-3%	-8%	-1.0%
COc1ccc(C(NC(C)=O)c2nccc3cc(OC)c(OC)cc23)cc1OC (stereo not given)	0%	8%	4%	i	6%	1.0	10%	6%	3.2%
O=C(O)CN1C(=O)CNC1=O	0%	-2%	2%	i	5%	-0.8	-6%	8%	-1.0%
O=[N+]([O-])c1cc(-c2ccc(/C=N/c3nc4ccccn4c3-c3ccco3)o2)ccc1Cl	0%	1%	7%	i	-5%	-2.3	-5%	-6%	16%
O=C(c1cc(Cl)nc2ccccc12)N1CCN(Cc2ccc3c(c2)OCO3)CC1	-3%	10%	-23%	i	-4%	0.3	-3%	2%	2.5%
Cc1cccc(-c2cc(C(=O)NCc3ccccn3)c3ccccc3n2)c1	-2%	-10%	21%	i	-1%	-5.1	-2%	0%	5.2%
COc1cccc(/C=N/Nc2nc3ccccc3[nH]2)c1OC	-4%	8%	6%	i	-6%	1.2	6%	8%	3.7%
CCOC(=O)CNC(=O)CNC(=O)c1nn(-c2ccc(OC)c(OC)c2)c(=O)c2ccccc12	-1%	12%	9%	i	-1%	-1.8	1%	-2%	-0.5%
Cc1ccc(S(=O)(=O)N(C)C)cc1NC(=O)COC(=O)C1CC1	2%	3%	1%	i	-3%	-1.6	1%	-6%	0.4%
Cc1ccc(C(CNC(=O)Nc2ccc(Cl)cc2)N2CCN(C)CC2)cc1 (stereo not given)	0%	5%	4%	i	-2%	-0.4	1%	11%	0.3%
NNC(=S)NCc1ccc2c(c1)OCO2	2%	4%	-4%	i	-8%	1.8	13%	6%	2.2%
CCOc1ccc(C(=O)Nc2ccc3c(c2)OCCO3)cc1[N+](=O)[O-]	0%	2%	-16%	i	8%	-2.0	-16%	2%	0.2%
COc1cc(OC)nc(NC(=O)NS(=O)(=O)c2ccccc2Cl)n1	0%	5%	7%	i	-9%	-3.5	-2%	2%	0.4%
Cc1ccc(NC(=O)NC2(C(=O)NCc3ccccc3)CCCCC2)cc1	-2%	5%	6%	i	-14%	-4.2	4%	0%	0.0%
COc1ccc(Oc2cc(C)c3cccc(C)c3n2)cc1	-2%	-3%	.	i	0%	-3.4	13%	14%	1.7%
CC(C)CCn1c(SCC(=O)c2ccccc2)nc2c1c(=O)[nH]c(=O)n2C	.	-6%	15%	i	-1%	-1.2	2%	-1%	2.8%
CCc1nnc(NC(=O)c2oc3ccc(Br)cc3c2C)s1	-1%	-13%	69%	i	-6%	-34*	7%	4%	3.2%

Continued, starting with the last four of the part before.
SMILES	MmCpn inh	EPAC2 antag	Nrf2 block	Akt phos inh	TGFb inhibitor	CCT chaperon mod	A549 tox	EPAC2 ag	Nrf2 activator
Cc1ccc(NC(=O)NC2(C(=O)NCc3ccccc3)CCCCC2)cc1	-2%	5%	6%	i	-14%	-4.2	4%	0%	0.0%
COc1ccc(Oc2cc(C)c3cccc(C)c3n2)cc1	-2%	-3%	.	i	0%	-3.4	13%	14%	1.7%
CC(C)CCn1c(SCC(=O)c2ccccc2)nc2c1c(=O)[nH]c(=O)n2C	.	-6%	15%	i	-1%	-1.2	2%	-1%	2.8%
CCc1nnc(NC(=O)c2oc3ccc(Br)cc3c2C)s1	-1%	-13%	69%	i	-6%	-34*	7%	4%	3.2%
COc1ccc(C(OC(=O)c2ccco2)C(=O)NC2CCCCC2)cc1 (stereo not given)	1%	9%	-11%	i	6%	0.5	-8%	-3%	0.1%
COc1cccc(CNC(=O)C2=C(C)C(=O)OC23CCCCCC3)c1	.	.	21%	.	0%	.	13%	.	-0.3%
Cn1c(SCC(=O)N2CCCC2)nc2ccccc21	-3%	5%	7%	i	-2%	2.6	0%	-6%	2.3%
O=C(Nc1ccc2c(c1)CCC2)c1cnc(Cl)c(Cl)c1	-4%	-2%	?	i	-6%	0.0	-2%	-10%	5.9%
CNC(=O)c1nnsc1S(=O)c1ccc(Cl)cc1 (stereo not given)	-1%	-9%	?	i	?	-2.4	-20%	5%	-2.2%
CCNc1nc(Oc2ccc(C(=O)OC)cc2)nc(N2CCOCC2)n1	1%	1%	4%	i	7%	1.5	0%	-2%	0.8%
CCCCn1c(=O)[nH]c(=O)c2c1nc(CN1C(=O)c3ccccc3S1(=O)=O)n2CCC	?	12%	-13%	i	-7%	-1.3	0%	10%	0.3%
CC1=C(C(=O)Nc2cccnc2)C(c2ccc(Cl)cc2)n2nc(SCc3ccccc3)nc2N1 (stereo not given)	.	.	0%[9.27 µM]	.	1%	.	-5%	.	0.4%
CC(=O)c1ccc(OCc2cc(C(=O)N3CCN4CCCC4C3)no2)cc1 (stereo not given)	1%	5%	16%	i	-13%	-1.4	-2%	2%	-0.1%
COCC(C)n1c(C)cc(C(=O)CSc2nc(C)c(C)c(C)n2)c1C (stereo not given)	1%	1%	?	i	-17%	1.0	-2%	5%	0.5%
CCOC(=O)N1CCN(c2cc(=O)n(-c3ccc(Br)cc3)c(=O)[nH]2)CC1	1%	10%	6%	i	-4%	-1.3	?	13%	-0.2%
O=C(NCc1ccccc1Cl)C1CCN(c2cnccn2)CC1	0%	-2%	-15%	i	-11%	-0.7	-2%	5%	-0.5%
Cc1ccc(OCC(=O)Nc2ccccc2N2CCOCC2)c(C)c1	2%	-2%	5%	i	-20%	5.4	7%	2%	-0.2%
CC(=O)Nc1ccccc1-c1nc2ccccc2n(C(C)C(=O)Nc2ccccc2C(F)(F)F)c1=O (stereo not given)	.	.	29%	.	-1%	.	10%	.	3.3%
CCOCCCNC(=O)c1ccc2c(c1)N(Cc1ccccc1)C(=O)CS2=O (stereo not given)	2%	1%	13%	i	5%	-0.6	-7%	-1%	0.4%
COc1ccccc1CCNC(=O)CCSc1nc(-c2ccco2)cc(C(F)(F)F)n1	-2%	-6%	18µM*	i	?	-4.5	-19%	-6%	-0.7%
Oc1ccc(/C=N/n2c(COc3ccccc3)n[nH]c2=S)c(O)c1	2%	-3%	-1%	i	1%	-1.0	-2%	4%	-0.3%
COCC(=O)N(C)C1(c2nnnn2CCOC(=O)Nc2ccc(Cl)cc2)CCCCC1	2%	3%	-14%	i	1%	-0.5	-6%	7%	0.5%
CC(=O)Nc1ccc(NC(=O)C(C)OC(=O)c2ccccc2NS(=O)(=O)c2cccs2)cc1 (stereo not given)	0%	-15%	-3%	i	-10%	-3.8	4%	9%	0.0%
CCCN(CC(=O)Nc1ccccc1C)C(=O)c1cc2ccccc2oc1=O	.	-1%	.	i	11%	0.9	.	-7%	1.9%
COc1ccc(C(=O)NCCSCc2ccccc2Cl)cc1OC	0%	7%	?	i	9%	3.4	-9%	2%	0.3%
O=C(CC1C(=O)NCCN1Cc1ccccc1)NCCCOc1cccnc1 (stereo not given)	-8%	-5%	1%	i	11%	-3.8	1%	16%	1.7%
CN(C)c1oc(COc2ccc(F)cc2)nc1C#N	1%	0%	16%	i	12%	-0.2	12%	-15%	2.1%[9.22 µM]
COc1ccc(CC(=O)OCC(=O)Nc2ccc3c(c2)OCO3)cc1	0%	-4%	1%	i	12%	0.1	0%	-2%	0.0%
COc1ccc(CC(=O)N/N=C(\C)c2ccc(Br)s2)cc1	.	1%	-4%	i	5%	-0.3	-9%	-1%	-0.4%
CCN1CC=C2C(C#N)=C(N)C(C#N)(C#N)[C@H](c3cccc(OC)c3OC)[C@H]2C1	-2%	-20%	.	i	43%[activator]	-2.3	-3%	13%	-0.2%
Cc1c(=O)n(OCc2cccc(F)c2)c2ccccc2[n+]1[O-]	-2%	18%[57.1 µM]	10%	i	52%[activator]	-0.4	-1%	-3%	?
CCN(CC)C(=O)c1cccc2nc3ccccc3nc12	-1%	7%	-29%	i	-3%	2.4	-11%	10%	-0.6%
CC(=O)N1CCN(CC(=O)Nc2ccc(C)c(S(=O)(=O)N(C)C)c2)CC1	0%	21%	32%	i	-2%	0.9	1%	12%	1.5%

Screening data (PubChem BioAssay)

Not all compounds are listed; the hit share may differ from the screen's.
